E-sel inducer – induces E-selectin expression in human endothelial cells | P16581 | HUVEC E-selectin immunofluorescence imaging; normalized: neutral wells 0, TNF-alpha wells 100 | activation, % at 7.58 µM | 260,000 tested, 0.37% active | AID 686992;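 active means mean E-selectin-positive cell signal at least 10% of the positive control, reached in at least 60% of replicates, without over 20% cell loss; inconclusive means no rule given, readout overlaps actives, possibly toxicity-flagged; inactive means the rest, including those meeting only one limit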;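 further: in these data hits start at about 27%; measured in HUVEC primary endothelial cells; signal is the percent of cells scored E-selectin positive by PE staining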
Target sequence (P16581 whole entry, looked up): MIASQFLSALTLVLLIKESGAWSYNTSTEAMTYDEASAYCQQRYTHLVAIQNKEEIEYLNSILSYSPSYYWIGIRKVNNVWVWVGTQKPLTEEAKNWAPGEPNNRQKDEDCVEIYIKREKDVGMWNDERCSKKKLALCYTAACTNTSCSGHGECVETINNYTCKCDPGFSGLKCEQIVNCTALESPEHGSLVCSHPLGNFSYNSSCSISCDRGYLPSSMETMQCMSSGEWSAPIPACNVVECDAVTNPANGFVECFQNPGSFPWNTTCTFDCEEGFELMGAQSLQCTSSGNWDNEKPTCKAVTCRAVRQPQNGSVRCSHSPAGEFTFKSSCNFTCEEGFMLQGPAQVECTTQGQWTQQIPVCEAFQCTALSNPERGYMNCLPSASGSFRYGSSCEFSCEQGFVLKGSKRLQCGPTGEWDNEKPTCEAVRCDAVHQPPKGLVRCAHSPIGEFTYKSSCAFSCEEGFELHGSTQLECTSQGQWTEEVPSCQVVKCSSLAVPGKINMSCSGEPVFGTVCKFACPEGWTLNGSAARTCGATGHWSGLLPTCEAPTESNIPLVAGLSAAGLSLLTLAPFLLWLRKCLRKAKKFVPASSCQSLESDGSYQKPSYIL
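Assay system: HUVEC, human umbilical vein endothelial cells / Amount: 3,000 HUVEC/well / Controls: TNF-alpha positive control, DMSO neutral control / Compound dosing: single concentration / Medium: EGM-2 over gelatin coat / Evaluation: percent E-selectin-positive cells / Signal: immunofluorescence imaging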
PglD inh – PglD (C. jejuni) enzyme inhibition. purified PglD enzyme, DTNB colorimetric CoA detection. inhibition, % at 12.5 µM. 360,000 tested, 0.098% active. AID 602405; in the data active means inhibition above about 16%, passing the limit was not always enough; inconclusive means no clear call, values can overlap the other calls; further: strong numbers were not always called active
RAD54 inh – inhibitors of human RAD54 branch migration; Q92698; RAD54 Holliday junction branch migration, FAM/BHQ fluorescence; inhibition, % at 10.4 µM; 360,000 tested, 0.14% active;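 active means mean normalized replicate activity at least 40 and at least half of replicates scoring 40 or more; inconclusive means only one of the two criteria met; inactive means mean below 40 and under half of replicates reaching 40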;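 further: 0% = median of neutral control wells and 100% = median of positive control wells; inhibitors cause a drop in the FAM fluorescence signal; in these data hits start at about 50%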
Casp6 inh – caspase-6 (human) enzyme inhibition | inhibition, % at 12.5 µM | P55212 | AID 686996 | purified caspase-6, Z-VEID-R110 cleavage fluorescence | 350,000 tested, 0.53% active;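 active means mean inhibition across replicates at least about 35%, with every replicate also reaching that limit, limit read from the data; inconclusive means only one of the two criteria met; inactive means neither criterion met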;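 further: 0% = median of neutral control wells and 100% = no fluorescence left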
ARNT-TACC3 inh – disruptors of human ARNT/TACC3 interaction | Q9Y6A5 | AlphaScreen His-ARNT PAS-B/GST-TACC3 binding, luminescence; TACC3 fragment carries E629A point mutation | inhibition, % at 9.99 µM | 390,000 tested, 0.66% active | AID 623870;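 active means mean inhibition of replicates at least 50% and at least half of replicates each reaching 50%; inconclusive means half or more replicates reach 50% but mean below 50%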;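 further: 0% = complete ARNT plus TACC3 wells and 100% = ARNT alone without TACC3; many hits fall short of the cut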
esBAF inh – SWI/SNF esBAF complex inhibition. reporter increase, % at 12.5 µM. mouse ES cells, Bmi1-luciferase knock-in reporter, 24 h; 100% = twice the neutral-well signal. AID 602393. 350,000 tested, 2% active; in the data active means activation above about 40%; inconclusive means no clear call, values can overlap the other calls;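 further: 0% = median of the plate's neutral control wells and 100% = double that signal; a rise in the Bmi1 reporter signal indicates esBAF inhibition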
RAD52 anneal inh – RAD52 (human) annealing inhibition. P43351. recombinant RAD52 DNA annealing, FRET fluorescence. inhibition, % at 18.7 µM. 360,000 tested, 0.46% active. AID 651710;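 active means every replicate showing at least 50% inhibition; inconclusive means mean inhibition at least 50% but not in every replicate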
ERp5 inh – blocks human ERp5 reductase activity on insulin | ERp5 insulin aggregation, absorbance 650 nm, 90 min | inhibition, % at 9.99 µM | 350,000 tested, 0.05% active | AID 651711;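 active means mean replicate inhibition above about 25%, with every replicate also reaching it, limit read from the data, passing the limit was not always enough; inconclusive means only one of those two criteria met; inactive means neither criterion met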
Target sequence (Q15084 whole entry, looked up): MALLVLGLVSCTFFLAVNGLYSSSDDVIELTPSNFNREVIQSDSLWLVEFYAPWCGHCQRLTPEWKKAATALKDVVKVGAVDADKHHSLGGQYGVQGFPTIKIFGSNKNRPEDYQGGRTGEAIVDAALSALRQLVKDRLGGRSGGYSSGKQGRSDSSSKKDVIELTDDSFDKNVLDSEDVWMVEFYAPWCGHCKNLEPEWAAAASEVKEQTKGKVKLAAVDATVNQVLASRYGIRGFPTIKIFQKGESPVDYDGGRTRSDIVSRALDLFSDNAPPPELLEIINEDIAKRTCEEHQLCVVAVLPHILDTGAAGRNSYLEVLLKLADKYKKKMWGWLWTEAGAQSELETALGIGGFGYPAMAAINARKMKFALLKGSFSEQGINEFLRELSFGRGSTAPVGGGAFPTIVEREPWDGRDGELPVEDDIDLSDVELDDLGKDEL
Numbers without * were called inactive.

Results for COc1ccc(S(=O)(=O)N2CCCCCC2)cc1NC(=O)Cc1ccccc1F ?
E-sel inducer: 0.4; Casp6 inh: 0.0; ARNT-TACC3 inh: -3.1; esBAF inh: 17.7; RAD52 anneal inh: -14.4; ERp5 inh: 6.5

What do the screens show for `O=C(C[C@@H]1C[C@@H]2c3cc(NC(=O)C4CCC4)ccc3O[C@@H]2[C@@H](CO)O1)NCc1ccc(-c2ccccc2)cc1`?
E-sel inducer: inconclusive; PglD inh: 0.6; RAD54 inh: 10.5; Casp6 inh: 0.9; ARNT-TACC3 inh: -15.0; esBAF inh: 11.0; RAD52 anneal inh: -20.1; ERp5 inh: 3.8

How did O=C1CN(S(=O)(=O)Cc2ccccc2)C[C@H]2[C@H](c3ccc(C#CCC4CCCC4)cc3)[C@@H](CO)N12 do in these assays?
E-sel inducer: -0.9; Casp6 inh: 1.4; RAD52 anneal inh: -9.7; ERp5 inh: -1.0

How did O=C(C[C@H]1C[C@@H]2c3cc(NC(=O)Nc4ccc(C(F)(F)F)cc4)ccc3O[C@@H]2[C@@H](CO)O1)NCCc1ccccc1 do in these assays?
E-sel inducer: -0.9; PglD inh: 2.2; RAD54 inh: -13.8; Casp6 inh: 0.6; ARNT-TACC3 inh: -0.1; esBAF inh: 7.7; RAD52 anneal inh: -10.0; ERp5 inh: 17.2

What do the screens show for `Cc1cc(C(=O)N2CCCC(N3CCN(c4cccc(C(F)(F)F)c4)CC3)C2)nn1C` (centres undefined)?
PglD inh: -3.6; RAD54 inh: -3.9; Casp6 inh: -2.8; ARNT-TACC3 inh: -4.3; esBAF inh: 4.5; RAD52 anneal inh: -14.3; ERp5 inh: 5.0

How did C[C@H](CO)N1C[C@H](C)[C@H](CN(C)C(=O)Nc2ccc3c(c2)OCO3)Oc2cc(C#Cc3ccncc3)ccc2S1(=O)=O do in these assays?
E-sel inducer: 0.2; PglD inh: 4.2; RAD54 inh: 14.8; Casp6 inh: 1.2; ARNT-TACC3 inh: 13.2; esBAF inh: 5.4; RAD52 anneal inh: -3.1; ERp5 inh: -0.1

What do the screens show for `CCCN1C(=O)C2(SC(NC(C)=O)=NN2C(C)=O)c2cc(C)cc(C)c21` (centres undefined)?
E-sel inducer: 0.1; PglD inh: 2.6; RAD54 inh: -4.9; Casp6 inh: 0.7; ARNT-TACC3 inh: 11.8; RAD52 anneal inh: 1.1; ERp5 inh: 3.4

Results for Cc1c(NC(=O)C(C)OC(=O)C23CC4CC(CC(Br)(C4)C2)C3)c(=O)n(-c2ccccc2)n1C (centres undefined) ?
E-sel inducer: 6.8; Casp6 inh: 0.0; ARNT-TACC3 inh: 20.8; RAD52 anneal inh: -12.3; ERp5 inh: -3.1

What do the screens show for `Cc1cc(NC(=O)Nc2ccc3c(ccn3C)c2)sn1`?
E-sel inducer: inconclusive; PglD inh: -3.0; RAD54 inh: 0.2; Casp6 inh: 0.0; ARNT-TACC3 inh: 8.0; esBAF inh: 81.0*; RAD52 anneal inh: -19.1; ERp5 inh: 3.9

What do the screens show for `C[C@H]1CCCCO[C@H](CN(C)C(=O)Nc2cccc3ccccc23)[C@@H](C)CN([C@@H](C)CO)C(=O)c2cc(NC(=O)C3CCCCC3)ccc2O1`?
E-sel inducer: 4.3; PglD inh: -5.4; RAD54 inh: 7.5; Casp6 inh: -1.8; ARNT-TACC3 inh: -3.6; esBAF inh: 11.7; RAD52 anneal inh: 9.1; ERp5 inh: -1.3

Results for O=C(OCc1ccccc1)N1CCC2CC1c1ccc(/C=C/CCCCl)cc12 (centres undefined) ?
E-sel inducer: -8.3; PglD inh: -1.9; RAD54 inh: 3.1; Casp6 inh: -2.1; esBAF inh: 59.0*; RAD52 anneal inh: -3.3; ERp5 inh: 1.1

How did COC(=O)CCCC(=O)N1CCCC(C(=O)c2ccc(-c3ccccc3)cc2)C1 (centres undefined) do in these assays?
PglD inh: -1.8; RAD54 inh: 2.7; Casp6 inh: 2.6; ARNT-TACC3 inh: -3.1; esBAF inh: -4.9; RAD52 anneal inh: -21.9; ERp5 inh: 2.2

How did O=C(Nc1ccccc1F)c1ccccc1-c1ccccc1 do in these assays?
Casp6 inh: 1.8; ARNT-TACC3 inh: -13.8; RAD52 anneal inh: -16.7; ERp5 inh: -1.1

What do the screens show for `CC1(C)CC(=O)NC=C(c2ccccc2)C1`?
PglD inh: -3.2; RAD54 inh: 0.3; ARNT-TACC3 inh: -1.2; esBAF inh: -4.3

What do the screens show for `CC(C)Nc1nc(NC(C)C)nc(OCCOC(=O)Nc2ccccc2)n1`?
PglD inh: 5.9; RAD54 inh: -9.0; ARNT-TACC3 inh: 8.1; esBAF inh: 26.1

How did COc1ccc(C(=O)Nc2ccc(N3CCCC3)cc2)cc1OC do in these assays?
PglD inh: -2.2; RAD54 inh: 6.6; Casp6 inh: -13.1; ARNT-TACC3 inh: -2.9; esBAF inh: 25.9; RAD52 anneal inh: -2.4; ERp5 inh: -0.2

What do the screens show for `C[C@@H]1CN([C@@H](C)CO)C(=O)c2cc(-c3cccc(C#N)c3)cnc2O[C@@H]1CN(C)C(=O)C1CCC1`?
E-sel inducer: 0.0; PglD inh: -2.4; RAD54 inh: -3.4; Casp6 inh: -3.1; ARNT-TACC3 inh: -10.5; esBAF inh: -2.7; RAD52 anneal inh: 3.1; ERp5 inh: -3.7

How did COc1ccc(CC(=O)Nc2cccc(S(=O)(=O)N3CCOCC3)c2)cc1OC do in these assays?
PglD inh: -4.9; RAD54 inh: 2.1; Casp6 inh: 1.0; ARNT-TACC3 inh: -2.6; esBAF inh: 6.3; RAD52 anneal inh: -11.7; ERp5 inh: -5.1

Results for COc1cccc(OCCNS(=O)(=O)c2ccccc2[N+](=O)[O-])c1 ?
E-sel inducer: -0.4; PglD inh: 4.6; RAD54 inh: 8.8; Casp6 inh: 0.7; ARNT-TACC3 inh: 2.2; esBAF inh: 7.8; RAD52 anneal inh: -0.9; ERp5 inh: -1.4

How did CCOc1ccc2cc(C#N)c(SCC(=O)OC)nc2c1 do in these assays?
PglD inh: 10.7; RAD54 inh: -2.9; ARNT-TACC3 inh: -3.5; esBAF inh: 66.4*

How did Cc1cc(C(=O)N/N=C/c2ccc(-c3cccc(Cl)c3)o2)n[nH]1 do in these assays?
E-sel inducer: -0.2; PglD inh: 0.8; RAD54 inh: 4.9; Casp6 inh: 1.9; ARNT-TACC3 inh: -2.4; RAD52 anneal inh: -13.7; ERp5 inh: -1.1

How did COc1cccc(S(=O)(=O)N(C)C[C@@H]2Oc3ncc(C#Cc4ccc(C(F)(F)F)cc4)cc3C(=O)N([C@H](C)CO)C[C@@H]2C)c1 do in these assays?
E-sel inducer: 0.4; PglD inh: 0.8; RAD54 inh: -27.6; Casp6 inh: -0.3; ARNT-TACC3 inh: 6.4; esBAF inh: -5.3; RAD52 anneal inh: -11.1; ERp5 inh: 1.6

What do the screens show for `O=C(Nc1cccc(NC(=O)c2ccc3c(c2)OCO3)c1)c1ccccc1`?
Casp6 inh: -1.5; ARNT-TACC3 inh: -2.1; RAD52 anneal inh: -10.5; ERp5 inh: 12.1

Results for O=C(CSc1n[nH]c(-c2ccccc2)n1)NCc1cccc(C(=O)O)c1 ?
Casp6 inh: 1.9; ARNT-TACC3 inh: -9.5; esBAF inh: -1.9; RAD52 anneal inh: -6.4; ERp5 inh: 1.0

How did CC(=O)c1ccc(N2CCN(C(=O)CCCn3c(=O)[nH]c4ccccc4c3=O)CC2)cc1 do in these assays?
Casp6 inh: 5.6; ARNT-TACC3 inh: 4.2; RAD52 anneal inh: -19.8; ERp5 inh: -6.0

Results for O=C(CCCOc1ccc(Cl)cc1Cl)N/N=C/c1ccccc1 ?
E-sel inducer: -1.1; PglD inh: 2.4; RAD54 inh: -14.4; Casp6 inh: 2.3; ARNT-TACC3 inh: 2.1; RAD52 anneal inh: 9.6; ERp5 inh: 2.4

What do the screens show for `O=C(NCc1ccco1)c1ccc2c(c1)C(=O)c1ccccc1-2`?
PglD inh: 2.9; RAD54 inh: 4.9; ARNT-TACC3 inh: 17.7; esBAF inh: 8.8

Results for COc1ccc(F)cc1S(=O)(=O)n1nc(C)cc1C ?
PglD inh: -5.0; RAD54 inh: 9.6; Casp6 inh: 1.7; ARNT-TACC3 inh: -7.7; esBAF inh: -6.6; RAD52 anneal inh: -2.7; ERp5 inh: 2.3

How did CC(C)[C@H]1C=C(C(=O)O)O[C@@H](OCCCCO)C1 do in these assays?
E-sel inducer: -0.1; PglD inh: 1.3; RAD54 inh: -13.0; Casp6 inh: 0.5; ARNT-TACC3 inh: -6.1; esBAF inh: 1.0; RAD52 anneal inh: -32.6; ERp5 inh: 11.2

What do the screens show for `O=S(=O)(c1cnc[nH]1)N1CCN(C(c2ccc(F)cc2)c2ccc(F)cc2)CC1`?
PglD inh: -1.5; RAD54 inh: -3.5; Casp6 inh: -2.3; ARNT-TACC3 inh: -22.5; esBAF inh: 2.3; RAD52 anneal inh: -4.3; ERp5 inh: -21.9

How did O=C(N[C@H]1CC[C@@H](CCn2cc(C3CC3)nn2)O[C@H]1CO)c1cccnc1 do in these assays?
E-sel inducer: 0.5; PglD inh: -4.8; RAD54 inh: 7.2; Casp6 inh: 1.6; ARNT-TACC3 inh: -14.8; esBAF inh: 3.3; RAD52 anneal inh: -41.2; ERp5 inh: -0.8

What do the screens show for `Cc1ccc(CS(=O)(=O)Cc2ccc(C(=O)NCc3cccs3)o2)cc1`?
PglD inh: -0.3; RAD54 inh: 3.7; Casp6 inh: 4.8; ARNT-TACC3 inh: -6.7; RAD52 anneal inh: -19.4; ERp5 inh: 2.5

Results for C[C@@H](O)C#Cc1ccc([C@H]2[C@H]3CN(C(=O)c4ccncc4)CCCCN3[C@H]2CO)cc1 ?
E-sel inducer: 0.1; PglD inh: -6.6; RAD54 inh: -0.8; Casp6 inh: 0.4; ARNT-TACC3 inh: -15.8; esBAF inh: -3.0; RAD52 anneal inh: -6.6; ERp5 inh: 3.2

Results for O=C(Nc1ccccc1)[C@H]1[C@H](CO)[C@H]2Cn3c(cccc3=O)[C@H]2N1C(=O)C1CC1 ?
E-sel inducer: -0.2; PglD inh: 0.9; RAD54 inh: 3.4; Casp6 inh: -2.6; ARNT-TACC3 inh: -8.7; esBAF inh: -1.5; RAD52 anneal inh: 6.3; ERp5 inh: 0.8

What do the screens show for `O=C(Nc1ccc(C(F)(F)F)cc1)c1ccc2nc[nH]c2c1`?
E-sel inducer: 0.9; PglD inh: 0.2; RAD54 inh: 0.0; Casp6 inh: 7.8; esBAF inh: 30.0; RAD52 anneal inh: -20.7; ERp5 inh: -1.7

Results for CCCC(C(=O)NCc1ccco1)N(Cc1ccco1)C(=O)CNS(=O)(=O)c1ccccc1 (centres undefined) ?
PglD inh: -4.7; RAD54 inh: -3.7; Casp6 inh: 3.8; ARNT-TACC3 inh: 6.4; esBAF inh: -1.9; RAD52 anneal inh: -23.8; ERp5 inh: 1.0

Results for COCc1cccc(NC(=O)CCc2ccccc2)c1 ?
Casp6 inh: 0.0; ARNT-TACC3 inh: -3.4; RAD52 anneal inh: -0.6; ERp5 inh: 0.6

Assay outcomes deposited in PubChem BioAssay by Broad Institute.
